Casp6 inh = blocks human caspase-6 cleavage activity; inhibition, % at 12.5 µM; AID 686996; hit rate 0.53% among 350,000; purified caspase-6, Z-VEID-R110 cleavage fluorescence;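 active means mean inhibition across replicates at least about 35%, with every replicate also reaching that limit, limit read from the data; inconclusive means only one of the two criteria met; inactive means neither criterion met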;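 further: 0% = median of neutral control wells and 100% = no fluorescence left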
Target sequence (P55212 24-179 limits assumed): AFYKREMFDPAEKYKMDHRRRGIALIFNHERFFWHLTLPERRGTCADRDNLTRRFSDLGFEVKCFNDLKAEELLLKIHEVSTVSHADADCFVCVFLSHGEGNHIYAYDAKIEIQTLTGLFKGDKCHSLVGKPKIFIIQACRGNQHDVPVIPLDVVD
Target sequence (P55212 194-293 limits assumed): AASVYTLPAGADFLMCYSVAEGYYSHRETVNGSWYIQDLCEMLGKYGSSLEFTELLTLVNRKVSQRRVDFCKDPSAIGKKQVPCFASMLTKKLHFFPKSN
CFTR F508del cor = correctors of CFTR F508del function in bronchial epithelial cells; CFBE cells, YFP halide quenching; stimulated with forskolin plus potentiator P3; % fluorescence drop versus neutral controls; hit rate 0.36% among 350,000; activity (quench increase), % at 7.58 µM; AID 720511;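 active means mean added fluorescence quench of at least 8% versus neutral control, with both replicates also reaching 8%; inconclusive means only one of the mean or replicate conditions met; inactive means mean below 8% and not both replicates reaching 8%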;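 further: cells transiently co-express mutant CFTR-F508del with the halide-sensitive YFP; corrector assay measuring rescue of mutant channel to the surface after 24 h compound exposure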
ERAP1 HTS inh = blocks human ERAP1 aminopeptidase activity | recombinant ERAP1, Leu-AMC fluorescence, 60 min | inhibition, % at 10.7 µM | hit rate 0.15% among 340,000;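 active means mean replicate inhibition of at least 30%, or all replicates individually reaching that 30% level; inactive means mean below 30% and not every replicate reaching it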;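 further: 0% = neutral control wells and 100% = L-leucinethiol positive control wells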
DENV2 CPE = inhibitors of DENV2 cytopathic effect. DENV2-infected cells, cytopathic effect rescue, plate reader. CPE inhibition, % at 9.99 µM. hit rate 1.7% among 350,000; in the data active means CPE inhibition above about 20%, passing the limit was not always enough; inconclusive means no clear call, values can overlap the other calls; tested in BHK-21 cells;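 further: 0% = median of neutral control wells and 100% = median of positive control wells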
SIRT5 block = blocks human SIRT5 desuccinylation of peptide; AID 652115; hit rate 1.1% among 330,000; Purified SirT5, succinyl-peptide AMC, trypsin-coupled fluorescence; inhibition, % at 15 µM; Q9NXA8; in the data active means inhibition above about 15%; inconclusive means no clear call, values can overlap the other calls
Target sequence (Q9NXA8 whole entry, looked up): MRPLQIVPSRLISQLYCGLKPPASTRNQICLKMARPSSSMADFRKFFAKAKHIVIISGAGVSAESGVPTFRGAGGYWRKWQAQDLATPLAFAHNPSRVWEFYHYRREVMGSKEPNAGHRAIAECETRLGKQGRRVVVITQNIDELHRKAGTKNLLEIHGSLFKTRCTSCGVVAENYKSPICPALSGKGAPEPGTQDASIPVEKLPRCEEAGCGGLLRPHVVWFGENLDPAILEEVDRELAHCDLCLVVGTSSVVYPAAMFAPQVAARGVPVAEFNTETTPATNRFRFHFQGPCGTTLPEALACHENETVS
miR-122 sensor = miR-122 inhibition in Huh7 cells; Huh7 miR-122 Renilla luciferase sensor, 48 h; neutral wells = 0, positive control = 100; activation (reporter increase), % at 12.5 µM; hit rate 0.3% among 340,000;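 active means mean replicate activation score at least 90 and every replicate individually at or above 90; inconclusive means only one of the two criteria met; inactive means neither criterion met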;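 further: higher luciferase means less miR-122 activity so hits act as miR-122 inhibitors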
ERp5 block = ERp5 (human) disulfide isomerase inhibition; hit rate 0.05% among 350,000; inhibition, % at 9.99 µM; ERp5 insulin aggregation, absorbance 650 nm, 90 min; Q15084;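 active means mean replicate inhibition above about 25%, with every replicate also reaching it, limit read from the data, passing the limit was not always enough; inconclusive means only one of those two criteria met; inactive means neither criterion met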
Target sequence (Q15084 whole entry, looked up): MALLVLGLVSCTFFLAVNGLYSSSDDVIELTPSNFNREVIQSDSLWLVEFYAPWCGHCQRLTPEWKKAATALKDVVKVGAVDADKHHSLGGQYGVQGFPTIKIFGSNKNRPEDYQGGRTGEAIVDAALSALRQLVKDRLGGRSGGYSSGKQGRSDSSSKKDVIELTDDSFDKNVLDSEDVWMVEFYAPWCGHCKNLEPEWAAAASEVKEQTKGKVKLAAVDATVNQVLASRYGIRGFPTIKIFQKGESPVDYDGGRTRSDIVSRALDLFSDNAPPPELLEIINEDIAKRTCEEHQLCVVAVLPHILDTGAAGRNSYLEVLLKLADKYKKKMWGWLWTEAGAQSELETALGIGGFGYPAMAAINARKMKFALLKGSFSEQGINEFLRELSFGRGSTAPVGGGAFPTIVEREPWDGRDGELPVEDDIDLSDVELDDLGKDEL
The depositor's hits bear a star; ? = inconclusive; . = not tested or not shown; [ ] = another dose, or the depositor's remark. Compounds were not picked by outcome, and some 4% of all compounds hit somewhere here.

SMILES | Casp6 inh | CFTR F508del cor | ERAP1 HTS inh | DENV2 CPE | SIRT5 block | miR-122 sensor | ERp5 block
O=C(CCN1CCCCC1)NCC[C@H]1CC[C@H](NC(=O)c2ccc(F)cc2)[C@@H](CO)O1 | -12 | 0.8 | -2 | 3 | -4 | . | -4
COc1ccc([C@H]2CC(=O)C=C(/C=C/Cc3ccccc3)C2)cc1 | 4 | 1.1 | 2 | -1 | . | 5 | -3
Cc1noc(C)c1NC(=O)N(C)C[C@H]1OCCCC[C@H](C)Oc2ccc(NS(=O)(=O)c3c(C)noc3C)cc2C(=O)N([C@@H](C)CO)C[C@H]1C | 2 | 1.5 | 1 | -4 | 0 | 8[16.7 µM] | 3
Cc1cc(C)cc(NC(=O)C(NCC2CCCO2)c2ccccc2)c1 (stereo not given) | 0 | -4.0 | 0 | 5 | 8 | 0 | -1
Nc1[nH]c(C(=O)c2ccccc2)c(-c2ccc(Br)cc2)c1C(=O)NCCc1c[nH]c2ccccc12 | . | -0.5 | -1 | 18 | -1 | . | -7
CC(C)[C@H](C)NC(=O)N(C)C[C@@H]1OCc2ccccc2-c2ccccc2C(=O)N([C@@H](C)CO)C[C@H]1C | 1 | 1.5 | 0 | -4 | -2 | . | 6
O=C(c1cc(-c2ccccc2)nc2ccccc12)N1CCN(C2CCS(=O)(=O)C2)CC1 (stereo not given) | -1 | -1.1 | 0 | 0 | 0 | -8 | 2
O=C(NN=Cc1ccccc1O)C(O)c1ccccc1 (stereo not given) | 2 | 3.5 | -1 | -2 | . | . | -3
COC(C[C@@H](O)[C@@H](C)[C@@H](O)COCc1ccccc1)OC | 2 | -0.9 | -2 | -10 | 0 | -1 | 3
C[C@H](CO)N1C[C@H](C)[C@H](CN(C)Cc2ccccc2)Oc2ccc(NS(=O)(=O)c3cn(C)cn3)cc2C1=O | 0 | -2.0 | -1 | 6 | -1 | -9[16.7 µM] | 6
Cn1c(NC(=O)c2ccc(F)cc2)c(-c2ccccn2)c(=O)c2ccccc21 | 0 | -0.5 | -6 | -1 | -7 | -1 | -5
CCn1c(N2CCN(C(=S)NCC(C)C)CC2)nc2ccccc21 | -6 | -2.1 | -3 | 4 | -2 | . | 4
Cc1noc(C)c1NC(=O)NCC[C@H]1CC[C@H](NC(=O)c2ccc(F)cc2)[C@@H](CO)O1 | -152 | -0.7 | -4 | -2 | -2 | . | 7
OCCNc1nc(Nc2cccc(O)c2)nc2ccccc12 | -4 | -4.1 | -93 | -1 | -2 | 2 | 1
CN(C)CCN(C(=O)c1ccc2c(c1)OCCO2)c1nc2ccc(Cl)cc2s1 | -6 | 1.8 | -1 | -3 | 1 | 0 | 2
O=C(CNS(=O)(=O)c1ccccc1)NCc1cccnc1 | -1 | . | -2 | 1 | -1 | -7 | 1
Cc1cc(C)c(S(C)(=O)=O)c(=O)[nH]1 | 0 | 2.8 | -1 | ? | 0 | . | -1
CCc1ccc(CNC(=O)CCn2nc(C)c3c(C)n(-c4ccccc4)nc3c2=O)cc1 | -1 | -4.5 | -2 | 3 | -6 | -1 | .
Cc1ccc(N(CC(=O)NC2CCCCC2)S(=O)(=O)c2c(C)noc2C)cc1 | -2 | 0.9 | -2 | -4 | 0 | 4 | -14
Cc1ccc(NC2CCCN(C(=O)c3cccs3)C2)cc1C (stereo not given) | 0 | -2.1 | 0 | -2 | -1 | -6 | .

Among those listed so far, these have an NH in an aromatic ring:
SMILES | Casp6 inh | CFTR F508del cor | ERAP1 HTS inh | DENV2 CPE | SIRT5 block | miR-122 sensor | ERp5 block
Nc1[nH]c(C(=O)c2ccccc2)c(-c2ccc(Br)cc2)c1C(=O)NCCc1c[nH]c2ccccc12 | . | -0.5 | -1 | 18 | -1 | . | -7
Cc1cc(C)c(S(C)(=O)=O)c(=O)[nH]1 | 0 | 2.8 | -1 | ? | 0 | . | -1

The list goes on:
SMILES | Casp6 inh | CFTR F508del cor | ERAP1 HTS inh | DENV2 CPE | SIRT5 block | miR-122 sensor | ERp5 block
O=C(c1ccccc1)N1CCN(C(=O)c2nn3c(C(F)(F)F)cc(-c4ccco4)nc3c2Br)CC1 | . | -1.9 | 1 | 0 | 4 | -4 | 2
CCOC(=O)N1CCN(C(=O)CSc2ncnc3ccccc23)CC1 | -2 | -7.2 | 2 | 6 | -1 | -4 | 5
O=C(NCC(c1ccco1)N1CCCC1)c1cccc(S(=O)(=O)N2CCCCC2)c1 (stereo not given) | 0 | 1.0 | 3 | 2 | . | 0 | -2
COc1ccc(CN(C)C[C@@H]2Oc3ccc(NC(=O)C4CC4)cc3CC(=O)N([C@@H](C)CO)C[C@@H]2C)cc1 | 3 | 2.1 | 1 | -2 | -2 | -6[16.7 µM] | 0
Cc1cc(NC(=O)CN(C)S(=O)(=O)c2cnc[nH]2)ccc1Br | 15 | -0.5 | 4 | 11 | -1 | 2 | -1
CCc1cccc(NC(=O)CCC(=O)O)c1 | 0 | . | -1 | -3 | -1 | . | -10
N=C(N)CCCOc1ccccc1-c1ccccc1 | 3 | -2.0 | 0 | . | 0 | . | 2
C[C@H]1CN([C@@H](C)CO)C(=O)c2cccc(NC(=O)Nc3ccc(C(F)(F)F)cc3)c2O[C@@H]1CN(C)C | 3 | 1.4 | -41 | 4 | -5 | 6[16.7 µM] | -1
COCC(=O)N1CC2(C1)[C@@H](c1ccc(-c3ccccc3)cc1)[C@@H](CO)N2C(=O)COC | 0 | 1.0 | -1 | -3 | 1 | . | 1
Cc1cc(=O)oc2cc(OCC(=O)c3ccc4c(c3)NC(=O)CO4)ccc12 | . | 0.6 | -5 | -4 | -4 | . | 5
O=C(C[C@@H]1C[C@H]2c3cc(NC(=O)Nc4ccc(F)cc4)ccc3O[C@H]2[C@H](CO)O1)NCC1CC1 | . | 0.3 | . | 2 | . | -3[16.7 µM] | .
CCc1nnc(NC(=O)C2CCCN2C(=O)Nc2ccc(C)cc2)s1 (stereo not given) | 0 | 0.1 | 4 | 5 | -16 | -8 | 0
CC1=C(C(=O)Nc2cc(C(=O)NCCCOC(C)C)ccc2C)SCCO1 | 1 | -0.6 | -1 | 1 | -4 | 1 | 5
CCOC(=O)C1=C(C)N=c2sc(=Cc3cc(Cl)c(OCC(=O)O)c(OC)c3)c(=O)n2C1c1ccccc1Cl (stereo not given) | 28 | 0.9 | -5 | -10 | 24* | -1 | 6
C/C=C/c1ccc2c(c1)O[C@H](CN(C)C(=O)CC)[C@H](C)CN([C@@H](C)CO)S2(=O)=O | -3 | -0.8 | -1 | -5 | -4 | 6[16.7 µM] | 7
CCn1nc(C)cc1C(=O)N1CCCC(C(=O)c2ccc(OC)cc2C)C1 (stereo not given) | 1 | -1.5 | -3 | 1 | 1 | . | 4
CC(C)C#Cc1cnc2c(c1)C(=O)N([C@H](C)CO)C[C@H](C)[C@@H](CN(C)Cc1cccc(F)c1)O2 | -1 | -2.5 | 5 | -6 | 7 | -4[16.7 µM] | 1
COc1ccc(C(=O)Nc2ccccc2-c2nnn(CC(N)=O)n2)cc1 | -1 | -1.1 | 0 | -6 | -3 | 2 | 3
C[C@@H]1CCCCO[C@H](CN(C)S(C)(=O)=O)[C@H](C)CN([C@@H](C)CO)C(=O)c2cc(NS(=O)(=O)c3ccccc3)ccc2O1 | 1 | -0.2 | 0 | 3 | 9 | 2[16.7 µM] | 3
C=CCn1c(SCC(=O)N2CCCCC2)nc(O)cc1=O | 3 | -0.3 | 0 | -2 | -3 | . | -5
CCc1ccc2c(c1)C(NC(C)=O)C(=O)N2CC (stereo not given) | -1 | -2.5 | -5 | 1 | -3 | -1 | -4
Cc1noc(C)c1NC(=O)Nc1ccc2c(c1)C(=O)N([C@@H](C)CO)C[C@@H](C)[C@H](CN(C)C(=O)CCCN(C)C)OCCCC[C@@H](C)O2 | 0 | 1.3 | -1 | -2 | 5 | 7[16.7 µM] | -26
CCOC(=O)CN[C@H]1CCC2C3CC=C4C[C@@H](O)CC[C@]4(C)C3CC[C@@]21C (stereo not given in full) | 2 | 0.7 | 0 | 3 | 3 | . | 5
C[C@H](CO)N1C[C@H](C)[C@@H](CN(C)C)Oc2ncc(-c3ccccc3F)cc2C1=O | -1 | -1.2 | -7 | -9 | 3 | 6[16.7 µM] | -3
Cc1noc(/C=C/N(C)C)c1S(=O)(=O)N1CCN(c2ccc(F)cc2)CC1 | -2 | 1.8 | 0 | ? | -1 | -11 | 4
NC(=O)NNc1ncc(C(F)(F)F)cc1Cl | -2 | . | -6 | 5 | -4 | . | 0
CCN(CC(=O)Nc1ccc(NC(C)=O)cc1)C(=O)CSC(=S)N1CCCC1 | 0 | 4.0 | 0 | -5 | 2 | -1 | 2
Cc1ccccc1CN(C)C(C)C(=O)NCc1ccccc1 (stereo not given) | -4 | -3.7 | 0 | 3 | -5 | -2 | 3
Cc1ccc(S(=O)(=O)Nc2ccc3c(c2)C(=O)N([C@@H](C)CO)C[C@@H](C)[C@@H](CN(C)C(=O)CCCN(C)C)OCCCC[C@@H](C)O3)cc1 | 0 | 0.0 | 0 | 1 | -4 | 5[16.7 µM] | 1
C[C@H](CO)N1C[C@H](C)[C@@H](CN(C)CC2CCCCC2)OCCCC[C@H](C)Oc2ccc(NC(=O)CCCCCC(=O)Nc3ccccc3N)cc2C1=O | 0 | 0.6 | 2 | 4 | -5 | 4[16.7 µM] | 2
CO[C@H]1CN(C)C(=O)c2ccc(NS(=O)(=O)c3ccccc3C)cc2OC[C@H](C)NC[C@@H]1C | -1 | 0.6 | 4 | 16 | -3 | . | .
COc1cccc(-c2nc(=S)c3c(n2CCCO)CCCC3)c1 | 7 | -3.0 | -4 | 6 | -1 | . | -4
COCCNC(=O)c1cc2c(c(-c3cccc(-c4ccc(C#N)cc4)c3)n1)[C@@H](CCO)N(C(=O)CC1CC1)C2 | 2 | 3.4 | 0 | 2 | 1 | . | .
O=C1NC(=O)N(Cc2ccccc2)C1=O | -1 | -1.6 | 4 | 6 | 0 | . | -3
CCN1CCN(C(=O)Cn2ncc3ccsc3c2=O)CC1 | 1 | -1.0 | . | -3 | . | 0 | 5
CCCn1c(=O)c(C(=O)NCCc2ccc(OC)c(OC)c2)c(O)c2ccccc21 | -4 | 2.0 | 0 | -4 | 1 | . | 2
CCOCc1nnc(NC(=O)CCS(=O)(=O)Cc2ccccc2)s1 | -4 | 2.2 | -4 | 6 | -1 | -1 | 7
COc1ccc2c3c([nH]c2c1)[C@H](CO)N(C(=O)Nc1ccc(F)cc1)CC31CN(S(=O)(=O)c2cccc(C)c2)C1 | 1 | 2.8 | 4 | -8 | 2 | . | -7
C/C(COc1ccccc1)=N\NC(=O)c1nnn(-c2nonc2N)c1-c1ccc(C)cc1 | -3 | 2.8 | 0 | 15 | . | -4 | -5
CCOc1cc(C)nc(N2CCCC(C(=O)NCc3ccccc3F)C2)n1 (stereo not given) | -1 | 6.4 | 4 | 2 | -2 | . | 5
O=C(C[C@@H]1CC[C@H](NS(=O)(=O)c2ccc(F)cc2)[C@H](CO)O1)N1CCC(Cc2ccccc2)CC1 | 0 | 2.4 | -4 | 6 | 1 | . | -3
CCc1ccc(/C=N/Nc2ncnc3nc[nH]c23)cc1 | 1 | -0.5 | -3 | -4 | 3 | -1 | 5
O=C1Nc2ccccc2/C1=N\N=C\c1ccc(O)c(O)c1 | 36* | -0.3 | . | -2 | 0 | . | -2
C/C(=N\Nc1cccc2cccnc12)c1ccc(C)cc1 | 14 | -1.6 | -1 | 5 | 1 | . | 2
O=C(N[C@@H]1C=C[C@@H](CC(=O)N2CCN(c3ccccc3)CC2)O[C@H]1CO)c1ccccc1 | 1 | -3.7 | 2 | 20 | -1 | . | 7
CCC/C=C(\CCC)C(NS(=O)(=O)c1cccc2cccnc12)c1ccc(C(=O)OC)cc1 (stereo not given) | -1 | 1.1 | 6 | ? | -3 | . | -1

Source: PubChem (Broad Institute)
